DRD3 agonist: D3 dopamine receptor (human) agonism | P35462 | D3R DiscoveRx beta-arrestin cells, luminescence, 90 min | max activation, % | 410,000 compounds, 0.58% hits | AID 652048; in the data active = max activation above about 30%; note: 0% is about no effect; mostly tested at two doses, the higher about 12 µM
Target sequence (P35462 whole entry, looked up): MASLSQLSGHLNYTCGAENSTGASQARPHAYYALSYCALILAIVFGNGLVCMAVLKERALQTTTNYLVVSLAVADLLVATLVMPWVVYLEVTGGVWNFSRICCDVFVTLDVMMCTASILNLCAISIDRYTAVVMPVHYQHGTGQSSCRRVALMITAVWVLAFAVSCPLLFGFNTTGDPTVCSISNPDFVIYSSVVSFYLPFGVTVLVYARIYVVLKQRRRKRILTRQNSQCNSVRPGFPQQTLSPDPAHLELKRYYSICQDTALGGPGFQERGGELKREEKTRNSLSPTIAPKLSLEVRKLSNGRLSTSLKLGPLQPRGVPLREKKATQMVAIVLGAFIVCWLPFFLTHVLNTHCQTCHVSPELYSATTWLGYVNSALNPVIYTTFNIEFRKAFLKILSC
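Cells at 1500/well, incubated overnight, then treated with pinned compounds (dopamine as control) for 90 min at 37 degrees C. DiscoveRx reagent added for 30 - 60 minutes at room temperature; luminescence read.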
HT1080NT lethal: kills 2HG-producing HT-1080-NT fibrosarcoma cells. HT-1080-NT fibrosarcoma viability, CellTiter-Glo ATP luminescence, 48 h. Potency, µM (titrated, usually from 46.1 µM), inactives show at the highest dose activity, negative = less viability, actives largely listed as cytotoxic. 360,000 compounds, 1.6% hits;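 note: NT is the 2HG producing partner of a matched IDH1 knockdown line; potency is the fitted concentration of half-maximal effect; 0% = DMSO-treated cells and -100% = media-only wells without cells; nearly all actives have a fitted effect of over 55% in size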
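Compounds were tested in concentration-response format on HT-1080-NT cells for 48 hours at 37 degrees C. Cell viability came from CellTiter-Glo luminescence; curves were classified by r2, response magnitude and activity.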
GLP1R ag: GLP-1 receptor (human) agonism | P43220 | 380,000 compounds, 0.007% hits | Potency, µM (doses to about 45.6 µM), inactives show at the top dose activation, hits mostly activators | HEK293 GLP-1R CRE-luciferase, luminescence, 4-6 h; cells express a hypersensitive GLP-1R form; note: potency is the fitted concentration of half-maximal effect; % of control where 0% means no effect
Target sequence (P43220 whole entry, looked up): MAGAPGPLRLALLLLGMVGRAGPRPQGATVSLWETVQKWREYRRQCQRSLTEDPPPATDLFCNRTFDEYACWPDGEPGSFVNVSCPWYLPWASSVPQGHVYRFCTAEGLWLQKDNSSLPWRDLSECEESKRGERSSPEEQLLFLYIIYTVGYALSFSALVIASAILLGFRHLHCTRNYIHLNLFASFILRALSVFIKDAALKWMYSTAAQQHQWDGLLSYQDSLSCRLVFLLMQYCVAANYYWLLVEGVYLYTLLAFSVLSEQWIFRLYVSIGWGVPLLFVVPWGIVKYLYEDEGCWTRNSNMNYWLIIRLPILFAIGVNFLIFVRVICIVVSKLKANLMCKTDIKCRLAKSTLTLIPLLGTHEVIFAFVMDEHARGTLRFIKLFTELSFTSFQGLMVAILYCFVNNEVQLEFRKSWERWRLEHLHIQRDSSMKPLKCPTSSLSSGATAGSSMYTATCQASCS
IL-1B inflam inh: inflammasome signaling inhibition, IL-1 beta readout; THP-1 LPS/ATP IL-1B secretion, AlphaLISA, 16 h; hits give low values; 360,000 compounds, 4.7% hits; activity change, % at 57.5 µM; AID 743279; in the data active = activity change below about -50%; inconclusive = mostly about -30% to -49%; note: % is set by controls: 0 for no effect and ±100 for the full control effect
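Secreted IL-1B measured by AlphaLISA bead assay after 16 h compound exposure of THP-1 cells; compounds (final up to 57.5 uM) added 1 h before LPS (250 ng/mL) and ATP (1.25 mM) stimulation; lower signal means less secretion.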
DRD3 antagonist: antagonists of human D3 dopamine receptor; P35462; D3R cells, DiscoveRx beta-arrestin luminescence, antagonist mode; hits give low values; max response, negative = inhibition, %; 360,000 compounds, 2.5% hits; AID 652054; in the data active = max response below about -50%; inconclusive = no clear call, values can overlap the other calls; note: % is set by controls: 0 for no effect and ±100 for the full control effect; mostly tested at two doses, the higher about 12 µM
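Cells expressing the human receptor were seeded at 1500 cells/well, incubated overnight at 37 degrees C in 5% CO2, then exposed to library compounds with dopamine controls for 90 minutes at 37 degrees C before luminescent detection.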
KB-3-1 tox: KB-3-1 parental cell cytotoxicity | KB-3-1 viability, CellTiter-Glo ATP luminescence, 72 h | Potency, µM (doses to about 46.1 µM), for the others: top-dose activity change, negative = cytotoxic, hits mostly cytotoxic | 400,000 compounds, 1.4% hits; note: potency is the fitted concentration of half-maximal effect; % is set by controls: 0 for no effect and ±100 for the full control effect; nearly all actives have a fitted effect of over 60% in size
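Screening of KB-3-1 cells (DMEM, 10% FBS, phenol-red free) ran from lowest to highest compound concentration; after 72 h at 37 °C viability was read luminescently and curves fitted.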
KB-V1 MDR tox: kills drug-selected multidrug resistant KB-V1 cells. KB-V1 MDR cells viability, CellTiter-Glo, 72 h. Potency, µM (titrated, usually from 46.1 µM), without a hit: at the top dose activity change, negative = cytotoxicity, most hits filed as cytotoxic. 400,000 compounds, 3.4% hits; note: potency is the fitted concentration of half-maximal effect; % is set by controls: 0 for no effect and ±100 for the full control effect; nearly all actives have a fitted effect of over 60% in size
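Luminescent ATP read-out (CellTiter-Glo, 10 min) measures survival of drug-selected KB-V1 MDR cells after 72 h, 37 degrees C compound exposure. Medium: phenol-red-free DMEM, 10% FBS. Values from fitted concentration-response curves.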
HT1080 IDH1KD tx: toxicity to HT-1080 IDH1 knockdown cells (counter line); HT-1080 IDH1 knockdown viability, ATP luminescence, 48 h; Potency, µM (series often up to 46.1 µM), without a hit: at the top dose activity, negative = toxicity, hits mostly cytotoxic; 360,000 compounds, 2% hits;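 note: potency is the fitted concentration of half-maximal effect; 0% = DMSO wells and -100% = cell-free medium wells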
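Knockdown cells (IDH1KD HT-1080) received compounds 2 h after plating at 750 cells/well and were kept 48 h at 37 °C in 5% FBS RPMI. A CellTiter-Glo luminescence read gave % activity for curve fitting.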
SW480 rereplic: inducers of DNA re-replication in SW480 colon cancer cells; 340,000 compounds, 1.8% hits; Potency, µM (series often up to 46.1 µM), for the others: at the top dose re-replication activation, usual class: activators; AID 624297; SW480 DNA re-replication, Hoechst DNA content imaging, 48 h; note: potency is the fitted concentration of half-maximal effect; % of control where 0% means no effect; nearly all actives have a fitted effect of over 55% in size
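Per well, 250 cells were exposed to pinned compound for 48 hr. Nuclear DNA was visualised with Hoechst (40 min, 37 C) and total object intensity recorded by fluorescence scanning.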
* hit, by the source's call; ? = inconclusive; / = no result given; & = joins results of further samples; [ ] = dose if it differs, or a comment. Unless noted, calls come from the whole dose curve; as a rule, active = well fitted curve in the direction sought with a large enough effect; inconclusive = small, poorly fitted or top-dose-only effect, or another doubt; inactive = no such curve, though single readings can be large; an effect the other way counts as inactive or inconclusive. Not all compounds are listed. The share of hits here may be higher or lower than overall.

SMILES	DRD3 agonist	HT1080NT lethal	GLP1R ag	IL-1B inflam inh	DRD3 antagonist	KB-3-1 tox	KB-V1 MDR tox	HT1080 IDH1KD tx	SW480 rereplic
COc1ccc(-c2cc(=O)oc3c(C)c(OC(C)C(=O)N4C[C@H]5C[C@@H](C4)c4cccc(=O)n4C5)ccc23)cc1 (some centres undefined)	-20	-4%	9%	?	-10	-1%	1%	-5%	1%
COC(=O)C1=C(c2ccc(OC)c(OC)c2)C[C@@H]2CC[C@H]1N2C(=O)N1CCC(C)CC1	-14	16%	14%	9	?	-13%	-18%	7%	0%
Cn1c(=O)cc(OCCCC(=O)N2CCC3(CC2)OCCO3)c2ccccc21	3	18%	-2%	24	19	10%	-6%	16%	-20%
CCN(CC)C(=O)c1ccc(NC(=O)COc2ccc(-c3nn(C)c(=O)c4ccccc34)cc2)cc1	19&5	-17%	13%&1%	5	46	?	?	-14%	-29%
COC(=O)C1=C(c2ccc(S(C)(=O)=O)cc2)C[C@@H]2CC[C@H]1N2C(=O)NCC1CC1	22	8%	0%	2	-10	4%	21%	-3%	-7%
COP(=O)(/C=C(\Cl)c1ccccc1)/C=C(\Cl)c1ccccc1	1	7%	7%	-5	25	0%	6%	0%	-8%
O=C(Cc1ccccc1)OCC(=O)c1ccc(F)cc1	-5	2%	11%	-4	-1	5%	?	4%	-10%
CN1C(=O)C2C[C@@]3(Br)c4ccccc4N(OOSc4ccccc4)[C@H]3N2C(=O)[C@@H]1Cc1ccccc1 (some centres undefined)	14	-12%	9%	-5	10	-9%	0%	-2%	1%
Clc1ccccc1CN1CCN(c2ccccc2Cl)CC1	-30	10%	-3%	25	-83*	1%	?	20%	-1%
CCOc1ccc2nc(N3CCC(C(=O)N4CCC5(CC4)OCCO5)CC3)sc2c1	-1	-26%	7%	-4	-4	?	2.9µM*	-27%	26%
O=C1NC(=S)NC(=O)C1C1CCCCC1	2	2%	-1%	15	1	4%	-6%	7%	-4%
COC(=O)C1=C(c2ccc(F)cc2OCc2ccccc2)C[C@@H]2CC[C@H]1N2C(=O)NC1CC1	-3	15%	10%	-3	3	0%	-12%	-1%	-6%
CCOP(=O)(OCC)C(NC(=O)c1cccc([N+](=O)[O-])c1)C(Cl)(Cl)Cl (centres undefined)	-16	6%	1%	8	-7	6%	3%	7%	-9%
COC(=O)C1=C(c2cccc(C#N)c2)C[C@@H]2CC[C@H]1N2C(=O)NC1CCCCC1	-2	-5%	10%	4	0	8%	14%	-2%	-12%
COc1cc2c(cc1OC)C13CCN4CC5=CCOC6CC(=O)N2C1C6C5CC43 (centres undefined) (tested in a mixture with another compound)	-2	0%	7%	1	4	-13%	-4%	-7%	0%
Cc1nc(-c2cccc(CN(C)C(=O)Oc3ccc([N+](=O)[O-])cc3)c2)no1	-1	-18%	-3%	-7	-18	2%	-3%	-25%	/
CC(C)C1C(C#N)=C(N)Oc2c1c(=O)oc1ccccc21 (centres undefined)	2	6%	1%	5	23	0%	13%	5%	/
Oc1ccc(CCN2CCCCC2)cc1	-11	0%	2%	21	-2	-6%	6%	0%	-7%
CCOC(=O)c1c(N)n(CCCOC(=O)c2ccco2)c2nc3ccccc3nc12	1	23µM*	-14%	135	-10	12µM*	?	18µM*	?
CNC(=O)Oc1ccc(C(=O)N2c3ccccc3NC(=O)C2C)cc1 (centres undefined)	6	16%	-2%	-3	13	?	9%	5%	-10%

Further compounds follow.
SMILES	DRD3 agonist	HT1080NT lethal	GLP1R ag	IL-1B inflam inh	DRD3 antagonist	KB-3-1 tox	KB-V1 MDR tox	HT1080 IDH1KD tx	SW480 rereplic
O=C(OC1CC2CCC(N2)C1C(=O)O)c1ccccc1 (centres undefined)	16	-17%	16%	14	19	0%	3%	4%	-39%[inhibitor]
COc1cc([C@H]2OC[C@H]3[C@@H]2CO[C@@H]3c2cc(OC)c(O[C@@H]3O[C@H](CO)[C@@H](O)[C@H](O)[C@H]3O)c(OC)c2)cc(OC)c1O[C@H]1O[C@@H](CO)[C@H](O)[C@@H](O)[C@@H]1O	9	14%	-2%	11	0	0%	?	7%	-19%
O=C(NN=Cc1ccc(N(CCCl)CCCl)cc1Cl)c1cccnc1	-12	-11%	-9%	-6	4	-26%	-4%	-16%	?
Nc1ccccc1C(=O)c1ccccc1	-4	-5%	-2%	-6	4	2%	9%	0%	4%
COc1ccc(C(=O)C2CCCN(CCO)C2)c(C)c1 (centres undefined)	-17	-1%	-3%	19	-10	1%	-16%	-2%	3%
C=Cn1ccnc1P(=S)(c1nccn1C=C)c1nccn1C=C	2	-6%	-11%	21	-10	-16%	18%	-8%	-4%
COc1ccccc1-n1c(O)c(C=NCc2ccc3c(c2)OCO3)c(=O)[nH]c1=O	-3	3%	-4%	10	?	1%	19%	-1%	-4%
CCOc1cc(C=O)ccc1O	3&-11	6%	-2%&6%	4	18	0%	-7%	0%	-5%
NNC(=O)c1nc[nH]c1C(=O)Nc1ccc(Cl)cc1C(=O)c1ccccc1	5	2%	-6%	2	0	3%	-21%	-8%	-8%
O=c1[nH]c(O)c(C=NCCc2ccccc2)c(=O)[nH]1	1	-1%	-7%	13	22	4%	?	-2%	-15%
CCCCn1c(O)c(C(=O)/C=C/c2c[nH]c3ccccc23)c(=O)[nH]c1=O	-6	12%	2%	/	-17	0%	-27%	16%	?
Cc1ccc(-c2nn(Cc3ccccc3)cc2C=O)cc1C	3	-4%	0%	-22	17	-15%	?	-2%	11%
CCOC(=O)C(NC(=O)CCl)(Nc1ccc(C(O)(C(=O)OCC)C(F)(F)F)cc1)C(F)(F)F (centres undefined)	0	9%	-12%	-89*	-26	3%	-18%	13%	?
CCCc1nc(SCC(=O)N2CCc3ccccc3C2)c2ccccc2n1	17	?	0%	-72*	15	-9%	-24%	?	?
COC(=O)C1=C(c2cccc(OCc3ccccc3)c2)C[C@@H]2CC[C@H]1N2C(=O)NCCc1ccc(F)cc1	-31	-19%	-1%	?	0	?	?	-17%	3%
CN1C2CCC1CC(OC(=O)c1ccc([N+](=O)[O-])cc1)C2 (centres undefined)	-21	2%	-4%	-6	-2	-1%	-13%	-5%	-2%
CCc1ccc(N2C(=O)NC(=O)C(Cc3ccc(OC)cc3OC)C2=O)cc1 (centres undefined)	1	11%	-1%	20	-25	29%	0%	13%	3%[9.22 µM]
C[C@@H](N)Cc1cnc[nH]1	21	-7%	0%	-12	8	0%	-4%	2%	?
CSc1nc(N)c(N=Nc2ccc([As](=O)(O)O)cc2)c(=O)[nH]1	9	5%	2%	?	-1	1%	0%	8%	-11%
Brc1cccc(CNCCc2ccc3c(c2)OCO3)c1	-7	-15%	-3%	-10	?	2%	-6%	-11%	-1%

The final 5 compounds of the part before open the next one.
SMILES	DRD3 agonist	HT1080NT lethal	GLP1R ag	IL-1B inflam inh	DRD3 antagonist	KB-3-1 tox	KB-V1 MDR tox	HT1080 IDH1KD tx	SW480 rereplic
CN1C2CCC1CC(OC(=O)c1ccc([N+](=O)[O-])cc1)C2 (centres undefined)	-21	2%	-4%	-6	-2	-1%	-13%	-5%	-2%
CCc1ccc(N2C(=O)NC(=O)C(Cc3ccc(OC)cc3OC)C2=O)cc1 (centres undefined)	1	11%	-1%	20	-25	29%	0%	13%	3%[9.22 µM]
C[C@@H](N)Cc1cnc[nH]1	21	-7%	0%	-12	8	0%	-4%	2%	?
CSc1nc(N)c(N=Nc2ccc([As](=O)(O)O)cc2)c(=O)[nH]1	9	5%	2%	?	-1	1%	0%	8%	-11%
Brc1cccc(CNCCc2ccc3c(c2)OCO3)c1	-7	-15%	-3%	-10	?	2%	-6%	-11%	-1%
CC(=O)N1CCN(CC(=O)Nc2ccc(C#N)c(Cl)c2)CC1	3	15%	-4%	2	15	12%	0%	2%	-11%
O=c1[nH]c(=S)[nH]c(O)c1N=Nc1ccc(S(=O)(=O)N2CCOCC2)cc1	-20	30%	-6%	15	-17	11%	0%	5%	-13%
N#CC(C#N)=NNc1ccc(-n2ccc(C(F)(F)F)n2)cc1	23	?	-7%	-83*	-2	?	-38%	4.6µM*	?
Cc1ccc(C[n+]2c(-c3ccc(C)cc3)cc(-c3ccc(C)cc3)cc2-c2ccc(C)cc2)cc1	-7	3.3µM*	-4%	-111*	32	5.8µM*	?	2.6µM*	?
c1cc2c(cc1NC1=NCCO1)CCCC2	10	?	1%	0	3	15µM*	?	?	?
Cc1cccc(CSc2nc3c(cc2C#N)CN(C)CC3)c1	-1	-7%	-1%	6	-26	3%	0%	8%	-8%
COc1ccc(CN2CCN(Cc3ccccc3F)CC2)cc1	-38	2%	6%	-1	-73*	-24%	-12%	11%	-3%
Cc1ccc(C(=O)Nc2scc(-c3ccccc3)c2C(=O)O)cc1	-7	-8%	-3%	/	-21	-3%	-18%	-8%	-51%[inhibitor]
CC(C)(C)c1ccc(OC(=O)N2CCCCC2)cc1	-3	-9%	11%	25	-6	2%	17%	-19%	-3%
CCC1(c2ccccc2)C(=O)N(C)C(=O)N(C)C1=O	1	6%	-4%	18	-9	-6%	4%	2%	18%
C[C@@H]1CC2C3CC=C4C[C@@H](O)CC[C@]4(C)C3CC[C@]2(C)[C@H]1O (some centres undefined)	5	2%	1%	91	8	?	?	1%	13%
CC(=O)OC1(c2ccccc2)CC(C(C)(C)C)CN(C(C)(C)C)C1 (centres undefined)	-10	-1%	-1%	-2	-14	1%	5%	7%	1%
COC(=O)C(C)Oc1cc(C)cc2oc(=O)c3c(c12)CCCC3 (centres undefined)	-2	-6%	24%	34	32	-4%	-30%	-9%	-1%

Source: PubChem
